# Lipid droplet: hepatic lipid droplet formation modulation. 240,000 tested, 0.4% active. AML12 mouse hepatocytes, oleate lipid droplets, BODIPY imaging. inhibition, % at 6.5 µM. AID 1656;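 active = lipid droplet intensity inhibited by at least 50%, with more than 500 cells counted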
#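 Assay system: AML12 mouse liver cells | Compound dosing: One dose, 6.5 µM compound | Read-out basis: Droplet intensity reduction, % inhibition | Measured by: Fluorescence imaging, 20x objective, two fields per well | Schedule: Overnight treatment with compound plus oleate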
# Lipid droplet cells 6.5 µM: second read-out of Lipid droplet, no call of its own (marks repeat the call); cell count; measured here: cell count, cytotoxicity flag;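 cells counted across two imaged fields per well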
# Active calls of the source: *. The list is partial; count on the stated rates, not on these rows.
smiles | Lipid droplet | Lipid droplet cells 6.5 µM
O=C(O)/C=C\C(=O)Nc1ccccc1N1CCN(c2ccccc2)CC1 | 3 | 796
CS(=O)(=O)Nc1ccc2c(c1)ncn2CCc1ccccc1 | -18 | 861
Nc1nnnn1/N=C/c1cc(Cl)ccc1O | 1 | 826
O=C(c1cc(-c2ccc(Cl)s2)nc2ccccc12)N1CCCC1 | 28 | 681
CCOc1ccc(S(=O)(=O)N2CCC(C(=O)N3CCCCCC3)CC2)cc1C | -3 | 812
CN(CCNC(=O)c1ccc(CS(=O)(=O)c2c(Cl)cccc2Cl)o1)CCc1ccccc1 | 2 | 730
CCCCC(C(=O)NC(C)(C)C)N(Cc1ccccc1Cl)C(=O)c1snc(C(N)=O)c1N (stereo not given) | -9 | 821
CCc1ccc(CNC(=O)CCCn2nc(C)n3ccnc3c2=O)cc1 | -14 | 788
O=C(Nc1cccc(F)c1)Nc1ccc(Cl)cn1 | -10 | 773
Cc1noc(C)c1S(=O)(=O)Nc1ccccc1Cl | -20 | 706
CCOc1ccc(OCC)c(NC(=O)CSc2nnc(C3CC3)n2CC)c1 | -26 | 804
O=C(CCCn1c(=O)c2cccn2c2cccnc21)NCCc1ccc(Cl)cc1 | -4 | 719
CN(C)c1ccc(/C=C(\NC(=O)c2ccccc2)C(=O)NCCCN2CCOCC2)cc1 | 1 | 681
COc1ccc(CN2CCN(C(=O)Cn3ncn4cccc4c3=O)CC2)c(OC)c1OC | -13 | 799
COc1ccc(NC(=O)c2ccc(COc3ccccc3)o2)c(OC)c1 | -6 | 786
COc1ccc2c(c1)c(CC(=O)NCc1cc([N+](=O)[O-])ccc1O)c(C)n2C(=O)c1ccc(Cl)cc1 | 6 | 849
O=[N+]([O-])c1cccc(CSC2=NCCN2S(=O)(=O)c2ccccc2)c1 | 0 | 860
COc1ccc(OC)c(NC(=O)Nc2ccc3c(c2)CCC3)c1 | 4 | 835
COC(=O)N/N=C\c1ccc(OC/C=C/c2ccccc2)cc1 | -4 | 817
Cc1ccc(CN2CCSc3ccc(C(=O)NCC4CCCO4)cc32)cc1 (stereo not given) | -3 | 694
Cc1ccccc1CC1(CO)CCCN(C(=O)CCC(F)(F)F)C1 (stereo not given) | -13 | 818
Cc1cccc(N2CCN(S(=O)(=O)c3c(C)[nH]c(C)c3C(=O)N3CCCC3)CC2C)c1 (stereo not given) | -1 | 762
CC1CCCCN1CCCNC(=O)c1ccc(N2CCCC2=O)cc1 (stereo not given) | 1 | 739
Cc1ccc(S(=O)Cc2ccc(C(=O)N3CCN(C4CCCCC4)CC3)o2)cc1 (stereo not given) | -3 | 671
O=C(O)c1ccc(S(=O)(=O)N2CCSCC2)cc1 | -2 | 880
O=Cc1ccccc1OCCN1CCCC1=O | 22 | 660
CC1CCN(S(=O)(=O)c2ccc3c4c2CC(=O)N4CC(C)S3)CC1 (stereo not given) | -2 | 685
O=C(NNC(=O)C1CC1)c1ccccc1[N+](=O)[O-] | 14 | 694
COc1ccccc1C(CNc1ccc(S(=O)(=O)N2CCCC2)cc1[N+](=O)[O-])N(C)C (stereo not given) | 47 | 753
CCOC(=O)c1c(S(=O)(=O)NCC(C)c2ccccc2)c(C)n(C)c1C (stereo not given) | -36 | 659
COc1ccc(C(=O)Nc2ccccc2C(=O)N2CCOCC2)cc1 | -6 | 719
Nc1nonc1-n1nnc(C(=O)N/N=C/c2ccc(OCc3ccccc3F)cc2)c1CN1CCCCC1 | -4 | 717
COc1ccc(CN2CCN(C(=O)CCC(=O)Nc3nnc(CC(C)C)s3)CC2)cc1F | -4 | 737
Cc1cccc2sc(N(CCCN(C)C)C(=O)c3ccc(C(=O)c4ccccc4)cc3)nc12 | -13 | 754
Cc1cccc(NS(=O)(=O)c2ccc3[nH]c(=O)[nH]c3c2)c1C | -34 | 821
COc1ccc(N(CC(=O)Nc2cc(Cl)ccc2C)S(=O)(=O)c2c(C)noc2C)cc1 | -14 | 667
COc1ccc(CCNC(=O)c2cccc3c2C(=O)N(C2CCCCC2)C3)cc1OC | 0 | 766
CCCN1CCc2c(sc3nc(SC)n(-c4ccccc4)c(=O)c23)C1 | 0 | 774
O=C(Nc1ccc(NS(=O)(=O)c2ccc([N+](=O)[O-])cc2)cc1)c1ccco1 | -16 | 810
CC(C)NC(=O)COc1ccc(S(=O)(=O)N2CCCC2)cc1 | 15 | 819
CC(C)N(Cc1ccccc1)C(=O)CN1C(=O)COc2ccc(S(=O)(=O)N3CCCCCC3)cc21 | 4 | 710
CCc1ccc(OCCCC(=O)Nc2ccc(S(=O)(=O)Nc3cc(C)nc(C)n3)cc2)cc1 | -6 | 767
CCOc1ccccc1NC(=O)CCn1ccnc1 | -6 | 888
Cc1ccc(S(=O)(=O)c2nc(-c3ccco3)oc2N2CCC(C)CC2)cc1 | -7 | 697
CC1CC(C)CN(CCCNC(=O)c2ccc(N3CCCC3=O)cc2)C1 (stereo not given) | -2 | 724
CCOCc1nnc(NC(=O)C2CCN(C(=O)c3ccco3)CC2)s1 | -16 | 781
CCc1ccc(-c2nc(SCC(=O)NC3CCCC3)n[nH]2)cc1 | 13 | 850
COc1cccc(CN2CCN(CC#Cc3ccccc3)CC2CCO)c1 (stereo not given) | 2 | 822
O=C(Nc1ccccc1)OCCCCCOC(=O)Nc1ccccc1 | -20 | 753
CC(OC(=O)c1cc(S(=O)(=O)N2CCOCC2)ccc1F)C(=O)NC1CCCCC1C (stereo not given) | -8 | 656

# Carrying on:
smiles | Lipid droplet | Lipid droplet cells 6.5 µM
Cc1cc(C)cc(NC(=O)Cn2cc(C=O)c3ccccc32)c1 | -2 | 783
Cc1ccc(C)c(CN2CCC(n3nccc3NC(=O)CCCc3ccccc3)CC2)c1 | 0 | 844
COc1ccc(NC(=O)C2C(c3ccccc3)C2(Cl)Cl)c(OC)c1 (stereo not given) | -1 | 867
O=C(CN1C(=O)NC2(CCCC2)C1=O)OCCOc1ccccc1 | 10 | 812
CCn1c(CC(=O)Nc2ccccc2F)nnc1SCC(=O)NC1CCCC1 | -6 | 827
CC(C)c1ccc(OCC(=O)NNC(=S)NC(=O)c2cccs2)c(Br)c1 | 1 | 657
CN(C)S(=O)(=O)c1cccc(NC(=O)CSc2cccc3cccnc23)c1 | -23 | 756
CCOc1ccccc1NC(=O)Nc1ccsc1C(=O)OC | 0 | 844
O=Cc1ccc2ccc3cccnc3c2n1 | 18 | 837
O=C(NCCC1=CCCCC1)C1CCC(=O)N(Cc2ccc(Cl)cc2)C1 (stereo not given) | -10 | 709
COc1ccc(CCNC(=O)c2nnn(CC(=O)Nc3ccc(C)cc3C)c2N)cc1OC | 0 | 671
CC1CC(C)CN(C(=O)Cn2c(=O)oc3cc(S(=O)(=O)N4CCCC4)ccc32)C1 (stereo not given) | -7 | 695
COc1cc2c(c(OC)c1OC)-c1ccc(NC(=O)c3ccccc3)c(=O)cc1[C@@H](NC(C)=O)CC2 | 7 | 848
CCOc1cc(/C=C2\SC(N)=NC2=O)ccc1O | 9 | 851
O=C(NCC1CC1)Nc1ccc(Cl)cc1 | -2 | 829
Cn1c2ccccc2c2cc(/C=N/NC(=O)c3cc(O)cc(O)c3)ccc21 | -1 | 804
CC(=O)Nc1ccc(S(=O)(=O)NC2(C(F)(F)F)NC(=O)N(c3ccc(C)cc3)C2=O)cc1 (stereo not given) | -8 | 680
O=C(O)c1ccc2c(=O)n3c(nc2c1)/C(=C/c1ccccc1OC(F)F)CC3 | -1 | 834
COc1ccc(-c2cc(C(=O)Nc3cccnc3Cl)no2)cc1OC | -16 | 796
N#Cc1c(-c2ccccc2)nc(SCc2ccc(Cl)cc2)[nH]c1=O | -3 | 788

# Overlap with the part before: 3 compounds, followed by the next part.
smiles | Lipid droplet | Lipid droplet cells 6.5 µM
O=C(O)c1ccc2c(=O)n3c(nc2c1)/C(=C/c1ccccc1OC(F)F)CC3 | -1 | 834
COc1ccc(-c2cc(C(=O)Nc3cccnc3Cl)no2)cc1OC | -16 | 796
N#Cc1c(-c2ccccc2)nc(SCc2ccc(Cl)cc2)[nH]c1=O | -3 | 788
O=[N+]([O-])c1ccc(S(=O)(=O)Nc2ccccn2)cc1 | -5 | 770
O=C(O)c1c(C(=O)O)c(-c2ccc(F)cc2)n2c1CCC2 | -8 | 785
Cc1cc(=O)[nH]c(Nc2ccc(N(C)C)cc2)n1 | -1 | 817
CCn1nnc2cc(C(=O)Nc3cc(S(C)(=O)=O)ccc3Cl)ccc21 | 4 | 821
O=C(NCc1ccccc1)C1CCCN(S(=O)(=O)c2ccc(Br)cc2)C1 (stereo not given) | 20 | 589
Cc1ccc(S(=O)(=O)N(C)/N=C2/C(=O)N(CC(=O)O)c3ccccc32)cc1 | 0 | 817
Cc1ccc2c(c1)N(C(=O)CCC(=O)N1CCCCC1)CCO2 | -2 | 739
COc1cc(CNc2ccc3[nH]c(=O)[nH]c3c2)ccc1OCc1ccccc1C | 11 | 811
COc1cc(/C=N\NC(=O)c2ccc(-c3ccccc3)cc2)cc(OC)c1OC(C)=O | -4 | 659
CC(=O)Nc1ccc(N2C(=O)C3C4C=CC(CC4)C3C2=O)cc1 (stereo not given) | -18 | 792
Cc1ccccc1-c1cc(C(=O)N/N=C/c2cccnc2)c2ccccc2n1 | -40 | 584
COc1ccc(N(CC(=O)Nc2cccc(C(F)(F)F)c2)S(=O)(=O)c2c(C)[nH]c(=O)[nH]c2=O)cc1 | 5 | 742
COc1ccc(C(=O)NCc2nnc(SCC(=O)NCc3ccco3)o2)cc1 | -11 | 711
O=C(CSc1n[nH]c(-c2ccccn2)n1)Nc1ccc(Cl)cc1 | 8 | 805
COc1ccc(CNC(=O)C2CCN(S(=O)(=O)N3CCCCC3)CC2)c(OC)c1 | -23 | 726
COCc1cc(C)nc(SCc2ccccc2Cl)c1C#N | 49 | 858
Cc1nnc(NC(=O)CCC(=O)NC2CCCCCCC2)s1 | 1 | 706
Cn1nccc1C(=O)OCC(=O)Nc1ccccc1Cl | -3 | 776
CCOc1ccc(C(=O)Cn2cnnc2C#N)cc1 | -16 | 800
CCCCCCCC(=O)N1CCN(c2cc3c(cc2F)c(=O)c(C(=O)O)cn3CC)CC1 | 17 | 841
O=C(CSc1nc2ccccc2c(=O)[nH]1)N1CCN(c2ccccc2F)CC1 | -50 | 760
CCc1ccccc1Nc1ncnc2ccccc12 | -6 | 818
NC(=O)c1cc(C(=O)Cc2ccc(Cl)cc2)c[nH]1 | -27 | 831
CN(C)CCN(C(=O)c1ccc(S(=O)(=O)N(C)CC2CCCO2)cc1)c1nc2cc3c(cc2s1)OCO3 (stereo not given) | 0 | 843
Cc1ccc2c(cnn2C(=O)CCC(=O)N2CCCCC2C)c1 (stereo not given) | 0 | 731
COc1cccc(N/C(N)=N/c2nc(C)cc(=O)[nH]2)c1 | -14 | 834
COc1ccc(NC(=O)CCCN2C(=O)C(c3ccccc3)Oc3cccnc32)cc1OC (stereo not given) | 23 | 729
COCC(=O)N(Cc1cc2cccc(C)c2[nH]c1=O)c1ccccc1 | 2 | 868
O=C(Nc1ccccc1Cl)c1ccc2nc(N3CCOCC3)sc2c1 | 5 | 786
CN(CC(=O)NCC1CCCCC1)S(=O)(=O)c1ccc(Cl)cc1 | -27 | 721

# A second format for some results above:
CCc1ccccc1Nc1ncnc2ccccc12
  Lipid droplet = -6; Lipid droplet cells 6.5 µM = 818

COCC(=O)N(Cc1cc2cccc(C)c2[nH]c1=O)c1ccccc1
  Lipid droplet = 2; Lipid droplet cells 6.5 µM = 868

O=C(CSc1nc2ccccc2c(=O)[nH]1)N1CCN(c2ccccc2F)CC1
  Lipid droplet = -50; Lipid droplet cells 6.5 µM = 760

O=C(Nc1ccccc1Cl)c1ccc2nc(N3CCOCC3)sc2c1
  Lipid droplet = 5; Lipid droplet cells 6.5 µM = 786

# Further entries:
smiles | Lipid droplet | Lipid droplet cells 6.5 µM
CN1C(=O)[C@H]2[C@@H](/C=C/c3ccccc3)N3C(=O)CN(Cc4ccc(-c5ccccc5)cc4)C(=O)[C@@]3(Cc3ccccc3)[C@H]2C1=O | 5 | 833
CCC(C)(C)NC(=O)CN(C(=O)CNS(=O)(=O)c1ccccc1)c1ccc2c(c1)OCCO2 | -2 | 765
COc1cc2ccccc2cc1C(=O)NC(=S)Nc1ccc(C(=O)O)cc1 | -1 | 820
NC(=O)C1CCN(C(=O)CCC(=O)N2CCOc3ccc(Cl)cc32)CC1 | -5 | 758
O=C(Nc1cc(C(F)(F)F)ccc1N1CCOCC1)C1=NN(c2ccccc2)C(=O)CC1 | -3 | 726
Cc1ccc(/C=C2\SC(N3CCCCC3)=NC2=O)cc1 | -1 | 811
Cc1nc(SCC(=O)NC2CCCC2)[nH]c(=O)c1C | -13 | 507
CN(C)CCOC(=O)c1ccc(COc2ccccc2Br)o1 | -1 | 381
CC(C)N1CC(C(=O)Nc2ccc(F)c(Cl)c2)CC1=O (stereo not given) | 9 | 818
CSc1ccccc1C(=O)NCC(c1ccco1)N(C)C (stereo not given) | 0 | 865
CC1CCN(S(=O)(=O)c2ccc3[nH]c(=O)[nH]c3c2)CC1 | 6 | 818
COc1ccc(C(=O)N/C(=C\c2cn(C)c3ccccc23)C(=O)NCCCn2ccnc2)cc1 | 0 | 686
CC(C)OC(=O)c1c(NC(=O)C2CC=CCC2C(=O)O)sc2c1CCCCC2 (stereo not given) | 11 | 879
COc1ccccc1N1CCN(C(=O)c2onc(C)c2Cl)CC1 | 4 | 773
COc1ccc(C(=O)NC2CCCc3ccccc32)cc1[N+](=O)[O-] (stereo not given) | 5 | 832
Cc1ccc(N2CC(C(=O)Nc3cccnc3)CC2=O)cc1C (stereo not given) | -4 | 794
O=C(NC(Cc1ccccc1)C(=O)O)/C(=C/c1ccccc1)NC(=O)c1ccc(Br)o1 (stereo not given) | 12 | 831
Nc1nnc(SCC(=O)Nc2ccc(N3CCOCC3)c(Cl)c2)s1 | 10 | 870
CCn1c(CNC(=O)c2ccccc2Br)nnc1SCC(=O)NC1=NCCS1 | 23 | 819
NC(=O)CCC(NS(=O)(=O)c1ccc(Cl)cc1)C(=O)NCC1CCCCC1 (stereo not given) | -7 | 799
CCOc1ccc(N2C(=O)CC(N3CCN(c4ccc(F)cc4)CC3)C2=O)cc1 (stereo not given) | 20 | 832
